Assay outcomes from PubChem BioAssay.
Pf growth 96h: P. falciparum growth inhibition at 96 hours; AID 504834; 6.9% of 320,000 active; Potency, µM (doses to about 28.7 µM), for the others: at the top dose activity change, negative = inhibition, most hits filed as inhibitors; P. falciparum luciferase reporter growth, 96 h; further: potency means the concentration at half of the fitted maximal effect; on the % scale 0 is the no-effect control and ±100 the full control effect
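96 h incubation, 37 C, 5% CO2, of luciferase-reporter P. falciparum-infected RBCs (2% hematocrit, 0.05% parasitemia final) with test compounds; endpoint luminescence.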
Pf growth 48h: inhibits P. falciparum growth in the first generation, 48 h. P. falciparum luciferase growth in erythrocytes, 48 h. Potency, µM (titrated, usually from 28.7 µM), inactives show at the highest dose activity change, negative = inhibition, actives largely listed as inhibitors. 5.9% of 310,000 active. AID 504832; further: potency means the concentration at half of the fitted maximal effect; on the % scale 0 is the no-effect control and ±100 the full control effect
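Parasite viability was followed by luminescence of a genomically integrated firefly luciferase. Cultures held 0.1% parasitemia at 2% hematocrit (final), incubated under 5% CO2 at 37 C.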
Cycloheximide cs: counter-screen for Shiga toxin inhibitors: cycloheximide protein synthesis inhibition | cell reporter, cycloheximide protein synthesis inhibition counterscreen | AID 2314 | max response, % | 12% of 300,000 active; in the data active means max response mostly above about 13%, no sharp cut-off; inactive means mostly below about 14%; further: read at 38.3 µM for the half of the compounds with a filed dose; 0% is about no effect
Shiga inhibitor: blocks Shiga toxin action in Vero cells; Vero cells, Shiga toxin protein synthesis inhibition reporter; inhibition, % at 38.7 µM; 9.2% of 290,000 active; AID 2315; in the data active means inhibition mostly above about 28%, no sharp cut-off; inactive means mostly below about 43%; further: 0% is about no effect
Tb PYK inh: blocks Trypanosoma brucei pyruvate kinase; TbPYK enzyme, Kinase-Glo Plus ATP luminescence, 45 min; Potency, µM (top dose mostly 76.8 µM), inactives show at the top dose activity, negative = inhibition, actives largely listed as inhibitors; 0.12% of 410,000 active; further: potency means the concentration at half of the fitted maximal effect; on the % scale 0 is the no-effect control and ±100 the full control effect; nearly all actives have a fitted effect of over 50% in size
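Glycolytic pyruvate kinase of T. brucei was incubated with substrate, test compound and 130 uM ADP for 45 minutes at room temperature. Luminescent Kinase-Glo Plus signal was measured after 10 minutes.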
AmpC no deterg: inhibitors of E. coli AmpC beta-lactamase without detergent. P00811. AmpC nitrocefin hydrolysis, absorbance 480 nm, 0.0001% Triton. Potency, µM (highest dose often 57.1 µM), without a hit: at the top dose activity change, negative = inhibition, hits mostly inhibitors. 0.52% of 330,000 active;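 further: potency means the concentration at half of the fitted maximal effect; plate controls were no compound for no effect and no enzyme for full effect; nearly all actives have a fitted effect of over 20% in size; some results filed as inactive show a strong effect at the top dose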
Target sequence (P00811 whole entry, looked up): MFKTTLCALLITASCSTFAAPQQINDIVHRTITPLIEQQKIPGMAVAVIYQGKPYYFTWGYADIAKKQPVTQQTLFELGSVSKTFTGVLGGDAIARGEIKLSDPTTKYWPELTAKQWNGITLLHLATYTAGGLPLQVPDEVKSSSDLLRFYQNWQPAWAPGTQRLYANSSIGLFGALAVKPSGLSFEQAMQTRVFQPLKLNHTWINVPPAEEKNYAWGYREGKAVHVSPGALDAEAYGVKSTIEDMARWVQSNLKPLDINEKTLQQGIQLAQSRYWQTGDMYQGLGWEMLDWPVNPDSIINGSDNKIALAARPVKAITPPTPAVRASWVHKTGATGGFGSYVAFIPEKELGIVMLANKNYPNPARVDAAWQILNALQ
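20 mM phosphate pH 7.0 + 0.01% (detergent screen) or 0.0001% Triton X-100; 5.3 nM AmpC reagent; cpd preinc 15 min RT; nitrocefin (800 uM stock) to start; A480 q20 s × 4 min; Activity was normalised to no-enzyme and no-compound control wells.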
LmPK inhibitor: blocks Leishmania mexicana pyruvate kinase activity. Q27686. purified LmPK, Kinase-Glo ATP luminescence, 1 h. Potency, µM (doses to about 57.5 µM), inactives show top-dose activity change, negative = inhibition, usual class: inhibitors. 0.37% of 290,000 active; further: potency means the concentration at half of the fitted maximal effect; on the % scale 0 is the no-effect control and ±100 the full control effect
Target sequence (Q27686 whole entry, looked up): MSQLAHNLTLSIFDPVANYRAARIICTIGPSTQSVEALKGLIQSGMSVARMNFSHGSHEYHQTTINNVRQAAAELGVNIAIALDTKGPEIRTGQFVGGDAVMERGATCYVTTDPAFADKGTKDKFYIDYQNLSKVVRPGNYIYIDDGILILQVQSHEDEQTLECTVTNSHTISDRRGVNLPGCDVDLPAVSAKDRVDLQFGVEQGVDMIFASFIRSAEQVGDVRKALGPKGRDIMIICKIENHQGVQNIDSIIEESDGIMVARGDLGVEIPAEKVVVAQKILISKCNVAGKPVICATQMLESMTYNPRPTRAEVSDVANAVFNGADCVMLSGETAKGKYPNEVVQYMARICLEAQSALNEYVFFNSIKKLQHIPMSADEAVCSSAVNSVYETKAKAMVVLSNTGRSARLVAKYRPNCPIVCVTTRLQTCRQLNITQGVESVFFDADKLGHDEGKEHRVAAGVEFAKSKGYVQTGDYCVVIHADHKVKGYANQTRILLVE
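ATP generated from ADP (0.1 mM) and PEP (0.5 mM) by 0.1 nM LmPK over 1 h at room temperature (pH 7.2 imidazole buffer) was detected by coupled luciferase luminescence. Values were normalized to uninhibited and no-enzyme wells.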
The depositor's hits bear a star; ? = inconclusive; nt = not tested or not shown; [ ] = another dose, or the depositor's remark. Unless noted, the call rests on the fitted dose curve; in most records, active means well fitted curve in the direction sought with a large enough effect; inconclusive means small, poorly fitted or top-dose-only effect, or another doubt; inactive means no such curve, though single readings can be large; an effect the other way counts as inactive or inconclusive.

SMILES | Pf growth 96h | Pf growth 48h | Cycloheximide cs | Shiga inhibitor | Tb PYK inh | AmpC no deterg | LmPK inhibitor
O=C(c1cccc(C(F)(F)F)c1)C1CCCN(C(=O)CN2CCOC2=O)C1 (stereo not drawn) | -0.5% | 0.7% | 11.0 | 16.7 | -2.9% | 4.7% | -4.6%
O=S(=O)(Nc1ccc(Br)cc1)N1CCOCC1 | 9.28µM* | 22.7% | -1.4 | -0.9 | 1.0% | -8.2% | 3.3%
O=C(CN(Cc1ccco1)C(=O)CNS(=O)(=O)c1ccc(F)cc1)NCc1ccccc1 | 53.5%[activator] | -15.3% | -0.5 | -7.3 | 0.0% | 2.4% | -1.4%
O=C1CN(C(=O)COc2ccccc2Cl)c2ccccc2N1 | ? | ? | nt | nt | -3.1% | -24.2% | nt
O=C(c1ccc2c(=O)n(Cc3ccc(Cl)cc3)c(=S)[nH]c2c1)N1CCCC1 | ? | -17.5% | 1.8 | 0.9 | 0.0% | -6.9% | -0.5%
O=C1CS/C(=N\c2ccccn2)N1C1CCCCC1 | -16.4% | ? | -1.7 | -15.4 | -1.1% | -15.5% | -2.4%
COc1ccc(/C=N/OCC(=O)NC(c2ccccc2)c2ccccc2)cc1OC | 8.28µM* | 9.28µM* | 10.3 | 2.1 | -2.8% | 2.6% | 1.0%
CCc1ccc(Oc2nnnn2-c2ccc(C(N)=O)cc2)cc1 | 29.4% | 18.0% | -0.6 | -4.2 | -3.1% | -10.0% | -2.0%
O=C1CSC(=S)N1c1cccnc1 | 13.1µM* | nt | -1.7 | -27.8 | -3.5% | -14.6% | 8.2%
Cc1nc2cc(NC(=O)NCCC3=CCCCC3)ccc2o1 | -13.8% | 87.4%[activator] | 18.9* | 56.6* | -29.3% | -35.4% | 2.1%
COc1ccccc1-c1n[nH]c(=S)n1N | -8.7% | -1.2% | -2.9 | 27.8 | -13.0% | 6.4% | 0.8%
COc1ccc(OC)c(C(=O)NC(CC(N)=O)c2ccc(NCCN3CCOCC3)c([N+](=O)[O-])c2)c1 (stereo not drawn) | -16.3% | -24.7% | 1.4 | -5.5 | 6.7% | 16.3% | 1.9%
O=c1c2ccccc2nc(-c2ccccc2F)n1-c1ccccc1 | ? | 11.7% | -3.0 | -6.8 | -3.5% | 9.4% | 4.5%
O=C(OCc1cc(=O)n2cc(Br)ccc2n1)C1COc2ccccc2O1 (stereo not drawn) | 49.9%[activator] | -1.0% | -1.0 | -2.3 | 0.4% | -14.9% | -0.4%
CCc1ccc(/C(C)=N/NC(=O)c2c[nH]c3ccccc23)s1 | 17.7% | ? | 17.9* | 19.2 | 1.8% | -59.2% | -3.9%
C/C(CC(=O)Nc1ccc(Cl)c(Cl)c1)=N\NC(N)=S | 5.8% | 13.1µM* | -2.7 | 18.6 | -6.2% | -12.5% | 7.2%
O=C(CCNC(=O)c1ccc([N+](=O)[O-])cc1)Nc1ccc(F)c(F)c1F | 32.6%[activator] | 9.6% | -6.8 | -2.6 | 0.9% | -16.1% | 2.4%
Cc1ccc(NC2CCCN(C(=O)CCc3scnc3C)C2)cc1C (stereo not drawn) | -28.1% | -27.8% | -1.7 | 10.3 | -2.5% | 66.6%[activator] | -6.5%
Cc1oc(-c2cccc(Cl)c2)nc1CN1CCCC(C(=O)NCCCN2CCOCC2)C1 (stereo not drawn) | 66.9%[activator] | 11.7µM* | -1.4 | -6.6 | 0.6% | 206.8%[activator] | -5.8%
COCCOC(=O)c1[nH]c2c(c1C)C(=O)CC(c1ccco1)C2 (stereo not drawn) | 37.7%[activator] | ? | 0.8 | -3.7 | -3.8% | -12.0% | 5.1%
Cc1cccc(N2CCN(CCc3ccccc3)CC2)c1C | -2.5% | 1.3% | 4.6 | -3.4 | 1.9% | 25.4% | 6.5%
CCCCC(=O)Nc1ccc(NC(=O)CCCC)nc1 | -11.2% | 12.6% | 12.8* | 63.3 | 3.8% | -5.5% | 5.4%
CCN(Cc1nc2cc(OC)c(OC)cc2c(=O)[nH]1)C(=O)c1ccc(S(=O)(=O)N(C)C)cc1 | -28.2% | -11.2% | -0.9 | -1.6 | -8.3% | -5.9% | 4.9%
Cc1ccccc1CS(=O)(=O)c1cnc2ccccc2n1 | nt | 14.7µM* | 9.9 | -3.1 | -3.0% | -0.8% | -1.5%
COC(=O)C1=C(c2ccc(C(C)=O)cc2)C[C@@H]2CC[C@H]1N2C(=O)NC1CCCCC1 | ? | -19.4% | nt | nt | -4.5% | 2.2% | nt
NC(=O)c1ccsc1NC(=O)c1ccc(N2CCCC2=O)cc1 | nt | 198.5%[activator] | 21.9 | 21.9 | -20.3% | 7.94µM* | -18.8%
CCCOc1ccc(N2C(=O)CC(N(Cc3ccc(S(N)(=O)=O)cc3)C(=O)CC)C2=O)cc1 (stereo not drawn) | 41.4% | 0.8% | 1.6 | -2.7 | 0.4% | 9.1% | -0.9%
CCN(C(=O)CN1C(=O)NC2(CCc3ccccc32)C1=O)C1CCCCC1 (stereo not drawn) | -12.3% | 2.2% | nt | nt | 1.0% | -17.6% | nt
O=C(N/N=C(\CC(=O)c1cccs1)C(F)(F)F)c1cccnc1 | ? | ? | 6.0 | 12.3 | 1.8% | -4.2% | 1.6%
Cc1onc(-c2ccccc2)c1C(=O)Nc1ccc(S(=O)(=O)N2CCCC2)cc1 | -23.6% | 16.5% | 19.3* | 33.6 | -13.2% | -15.2% | -4.6%
CCOc1cc(S(=O)(=O)N(CC)CC)ccc1Br | -27.3% | ? | 3.8 | -14.3 | -6.8% | -8.1% | -9.0%
CNC(=O)c1ccccc1S(=O)c1ccccc1C#N (stereo not drawn) | 20.1% | 9.7% | 13.2 | -24.4 | -11.4% | -4.5% | -0.5%
COc1ccc(C(=O)NCc2ccc(-c3nc4ccccc4s3)cc2)cc1 | 34.9%[activator] | 78.8%[activator] | 44.3* | 43.8 | 3.3% | -8.1% | -0.1%
Cc1nn(-c2ccc(Cl)cc2)c2sc(C(=O)N3CCN(C(=O)c4ccco4)CC3)cc12 | 10.4µM* | 7.4% | -3.1 | -8.5 | nt | -32.9% | 5.8%
CC(C)Sc1nc2sccc2c(=O)n1-c1ccccc1 | ? | -15.2% | -2.5 | 19.3 | -6.3% | -5.3% | 6.7%
O=C(O)/C=C/C(=O)N1Cc2cc3ccccc3nc2C1 | 32.6%[activator] | 34.1%[activator] | 5.5 | -4.4 | 4.0% | -15.1% | 1.7%
Cc1ccc(NC(=O)c2ccccc2OCC(=O)c2ccc(F)cc2)cc1 | 71.9%[activator] | 54.9%[activator] | -1.9 | -2.2 | -10.6% | -17.6% | 0.4%
CCOC(=O)N1CCC(=NNC(=O)c2ccccc2F)CC1 | 42.6%[activator] | 20.3% | 49.0* | 25.3* | ? | -17.5% | -2.6%
Nc1nc(CSc2ccc(Cl)cc2)nc(N2CCCCC2)n1 | 23.4% | 2.9% | 13.0 | 36.5 | 2.9% | -10.0% | 1.5%
CC(=O)c1ccc(NC(=O)CCn2c(=S)oc3ccccc32)cc1 | ? | 7.7% | 0.9 | -13.5 | -1.9% | -6.8% | 4.3%
CCC(CC)NC(=O)CON=C1c2ccccc2-c2ccccc21 | 13.1µM* | 13.1µM* | -1.4 | -2.1 | 3.6% | -27.4% | 1.8%
O=C(COC(=O)c1cc([N+](=O)[O-])ccc1N1CCCC1)Nc1ccccc1OC(F)F | ? | -20.3% | nt | nt | -1.8% | -44.6% | nt
Cn1c(=O)c2c(nc(NN=C3CCCCC3)n2C)n(C)c1=O | -23.5% | -6.9% | -1.1 | -23.4 | -1.7% | -14.3% | -14.7%[11.5 µM]
CCC(C)c1ccc(NC(=O)C2CCN(c3ncccn3)CC2)cc1 (stereo not drawn) | 16.5% | ? | 1.0 | -4.7 | -0.6% | 18.1% | 1.7%
CCOCCSc1nc2c(c(=O)[nH]c(=O)n2C)n1CCCc1ccccc1 | 23.6% | -12.5% | 1.5 | 5.5 | 0.8% | -4.3% | 0.6%
CN1/C(=C\C(=O)c2ccco2)C(C)(C)c2ccccc21 | 267.1%[activator] | 1.65µM* | -2.1 | 13.1 | 0.8% | -12.9% | -0.8%
Cc1ccc(N/C=C/C(=O)c2cccs2)cc1C | 30.9%[activator] | 267.0%[activator] | 31.2* | 31.9 | -15.0% | -17.3% | ?
CCOC(=O)CN1C(=O)S/C(=C/c2cccc([N+](=O)[O-])c2O)C1=O | ? | ? | 11.8 | 26.8 | -8.0% | -14.8% | -14.4%
CCN1CCN(CCn2c(=S)[nH]c3cc4c(cc3c2=O)OCO4)CC1 | -5.3% | nt | 0.2 | -6.7 | nt | -36.6% | 2.4%
CCOC(=O)c1sc(=NC(=O)c2ccc(C)c(C)c2)n(C)c1C | 20.4% | 83.1%[activator] | 63.0* | 67.4* | -1.1% | -14.2% | 2.6%
CCOc1ccc(CN2C(=O)c3ccccc3C2C(=O)NC(C)CC)cc1OC (stereo not drawn) | 152.2%[activator] | -4.4% | -2.1 | -6.1 | 4.0% | -6.3% | 1.7%
O=C1CN(C(=O)c2ccc(Cl)c(S(=O)(=O)N3CCc4ccccc43)c2)c2ccccc2N1 | ? | ? | -4.6 | -5.0 | -5.2% | -37.5% | 2.9%
Cc1ccc(C2(C(F)(F)F)N=C3Sc4cc(C)cc(C)c4N3C(=O)N2)cc1 (stereo not drawn) | ? | -1.0% | 18.6* | 30.5 | -3.7% | -24.0% | 5.6%
C/C(=N\NC(=O)c1cc2ccccc2cc1O)c1ccc(C)o1 | 3.8% | ? | 12.3 | 19.4 | -14.5% | 7.94µM* | -22.8%
CCc1ccc(N2C(=O)NC(=O)/C(=C\c3cc(C)n(-c4cc(C(=O)O)cc(C(=O)O)c4)c3C)C2=O)cc1 | 31.8%[activator] | -26.4% | -4.8 | -4.9 | -15.7% | -17.6% | -7.8%
CC(=O)Nc1ccc(NC(=O)CSc2nccn2Cc2ccc(Cl)cc2)cc1 | -28.5% | -15.6% | 0.2 | -4.1 | -6.2% | 26.9% | 0.5%

Among those listed so far, these have an aryl thioether with sulfur outside any ring.
SMILES | Pf growth 96h | Pf growth 48h | Cycloheximide cs | Shiga inhibitor | Tb PYK inh | AmpC no deterg | LmPK inhibitor
CC(C)Sc1nc2sccc2c(=O)n1-c1ccccc1 | ? | -15.2% | -2.5 | 19.3 | -6.3% | -5.3% | 6.7%
Nc1nc(CSc2ccc(Cl)cc2)nc(N2CCCCC2)n1 | 23.4% | 2.9% | 13.0 | 36.5 | 2.9% | -10.0% | 1.5%
CCOCCSc1nc2c(c(=O)[nH]c(=O)n2C)n1CCCc1ccccc1 | 23.6% | -12.5% | 1.5 | 5.5 | 0.8% | -4.3% | 0.6%
CC(=O)Nc1ccc(NC(=O)CSc2nccn2Cc2ccc(Cl)cc2)cc1 | -28.5% | -15.6% | 0.2 | -4.1 | -6.2% | 26.9% | 0.5%
